# FBW7 act – FBW7 E3 ligase activators, primary screen, biochemical, AlphaScreen, human; F-box/WD repeat-containing protein 7 (Homo sapiens), Q969H0; AlphaScreen FBW7–phospho-cyclin E peptide binding, activator screen; normalized activity (activation), % at 26.1 µM; hit rate 0.13% among 650,000; AID 1259310, 2017; in the data active = normalized activity above about 1.9%;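 also: purified mutant Fbw7 with reduced substrate affinity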
# MITF primary – MITF inhibitors, primary screen, biochemical, AlphaScreen, human; inhibition, % at 2.6 µM; hit rate 0.91% among 650,000; AlphaScreen MITF homodimerization, bead proximity signal; in the data active = inhibition above about 50%;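 also: 0% = vehicle wells with protein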
# Target sequence (O75030 whole entry, looked up): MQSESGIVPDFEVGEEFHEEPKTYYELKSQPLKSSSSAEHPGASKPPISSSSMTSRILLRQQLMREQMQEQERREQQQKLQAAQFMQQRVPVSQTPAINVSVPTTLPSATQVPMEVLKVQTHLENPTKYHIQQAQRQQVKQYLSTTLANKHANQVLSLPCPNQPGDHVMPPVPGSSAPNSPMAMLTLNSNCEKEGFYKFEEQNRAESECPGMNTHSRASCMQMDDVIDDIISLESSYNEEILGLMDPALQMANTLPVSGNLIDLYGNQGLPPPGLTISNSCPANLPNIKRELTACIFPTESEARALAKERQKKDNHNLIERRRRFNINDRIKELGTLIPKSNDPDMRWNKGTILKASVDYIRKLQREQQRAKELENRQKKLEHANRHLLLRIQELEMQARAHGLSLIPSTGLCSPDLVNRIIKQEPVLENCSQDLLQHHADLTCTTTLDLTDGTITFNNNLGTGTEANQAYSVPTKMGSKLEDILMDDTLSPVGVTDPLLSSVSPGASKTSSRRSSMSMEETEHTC
# GPR151 activ – activators of human GPR151, primary screen, cell-based, PathHunter beta-arrestin, luminescence. PathHunter beta-arrestin GPR151 cells. activation, % at 11.2 µM. hit rate 1% among 650,000; in the data active = activation above about 4.9%;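 also: 0% = median of compound wells and 100% = cells with positive control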
# Target sequence (Q8TDV0 whole entry, looked up): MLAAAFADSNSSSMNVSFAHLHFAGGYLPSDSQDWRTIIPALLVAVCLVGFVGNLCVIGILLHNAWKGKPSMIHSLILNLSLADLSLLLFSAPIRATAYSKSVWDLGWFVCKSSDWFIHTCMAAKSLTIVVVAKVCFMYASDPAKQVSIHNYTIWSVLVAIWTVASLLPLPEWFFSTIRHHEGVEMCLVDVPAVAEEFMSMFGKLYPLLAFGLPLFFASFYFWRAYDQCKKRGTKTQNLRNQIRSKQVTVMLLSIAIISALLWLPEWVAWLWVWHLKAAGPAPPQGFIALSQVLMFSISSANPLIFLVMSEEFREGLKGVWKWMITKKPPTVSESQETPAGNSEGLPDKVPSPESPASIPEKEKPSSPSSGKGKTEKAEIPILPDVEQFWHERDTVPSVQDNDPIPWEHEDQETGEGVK
# TEAD-YAP block – TEAD-YAP interaction inhibition, primary screen, TEAD-YAP interaction inhibitor project, luminescence, HEK-TIYL cells. TEAD-Gal4/YAP UAS-luciferase luminescence. inhibition, % at 9.12 µM. hit rate 1.4% among 640,000; in the data active = inhibition above about 32%;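 also: 0% = median of test compound wells and 100% = reference inhibitor wells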
# * hit, by the source's call.
mol,GPR151 activ,MITF primary,TEAD-YAP block,FBW7 act
COc1ccc(-c2noc(CSc3nnc(C)n3-c3ccccc3)n2)cc1OC,-0.6,-8.2,-4.3,-0.3
COc1ccnc(Nc2ccc(S(N)(=O)=O)cc2)n1,0.0,4.0,-35.9,0.3
Cc1cccc(C(=O)N/C(=C\c2ccc([N+](=O)[O-])cc2)C(=O)Nc2ccc(Cl)c(Cl)c2)c1,-0.1,-7.1,-2.4,0.1
COC(=O)c1nc2n(n1)C(c1ccc(Cl)cc1)C1=C(CCCC1=O)N2 (centres undefined),0.1,-8.4,-3.1,-0.2
COc1ccc(NC(=O)CCn2c(=S)[nH]c3ccccc3c2=O)cc1Cl,0.6,11.4,-2.2,0.0
Cc1cc2ncn(CC3CCN(S(C)(=O)=O)CC3)c2cc1C,-1.6,8.7,-2.9,0.1
COCCNC(=O)c1nn2c(c1Br)NC(c1ccc(Br)o1)CC2C(F)(F)F (centres undefined),-0.4,8.8,-5.7,0.2
Cc1ccc(OCC(=O)Nc2sc3c(c2C#N)CCC3)cc1,-0.6,2.4,-13.8,0.0
COc1ccc(CCNC(=O)C2CCCC2)cc1,0.1,-4.3,-7.5,-0.3
Cc1cc(S(=O)(=O)NCc2ccncc2)c(C)cc1Cl,0.3,16.5,16.6,0.0
CCCCc1c(C)c(C#N)c2nc3ccccc3n2c1N1CCN(Cc2cc(F)ccc2OC)CC1,-0.7,22.3,-9.0,0.8
CC(C)(C)c1cc(CCCO)cc(C(C)(C)C)c1O,-0.2,9.0,-9.5,-0.1
COc1ccccc1C1/C(=C(\O)c2ccc(Br)cc2)C(=O)C(=O)N1c1cccc(C(F)(F)F)c1 (centres undefined),-0.4,7.3,3.5,0.0
COc1ccc(-n2c(/C=C\c3ccc(F)cc3)nc3cc(OC)c(OC)cc3c2=O)cc1Cl,0.3,-1.7,-2.8,-0.1
CCOC(=O)c1c(NC(=O)c2cccc(F)c2)sc(C(=O)Nc2cccc(Cl)c2C)c1C,0.1,10.4,3.3,0.2
COC(=O)CSc1cc([N+](=O)[O-])c(C(=O)N2CCOCC2)c([N+](=O)[O-])c1,1.1,0.2,-0.1,0.2
CCOCCCNC(=O)CC1C(=O)NCCN1Cc1cccnc1 (centres undefined),1.1,0.0,9.6,-0.1
O=C1c2ccccc2S(=O)(=O)N1Cc1ccc(Br)cc1,0.3,2.3,-0.7,0.0
COc1cccc(/C=N/NC(=O)c2ccc(-c3ccccc3)cc2)c1O,-0.8,1.9,82.6*,0.0
CC(C)n1c2ccccc2c2nnc(SCC(=O)O)nc21,-0.3,1.6,-9.7,-0.1

# Record cards, from the list above. Screens in order: GPR151 activ	MITF primary	TEAD-YAP block	FBW7 act
# Results for COCCNC(=O)c1nn2c(c1Br)NC(c1ccc(Br)o1)CC2C(F)(F)F (centres undefined) → -0.4	8.8	-5.7	0.2
# Results for Cc1cccc(C(=O)N/C(=C\c2ccc([N+](=O)[O-])cc2)C(=O)Nc2ccc(Cl)c(Cl)c2)c1 → -0.1	-7.1	-2.4	0.1

# Continued:
mol,GPR151 activ,MITF primary,TEAD-YAP block,FBW7 act
Cc1nn(CC(=O)Nc2ccc(C(F)(F)F)cn2)c(C)c1[N+](=O)[O-],-1.8,14.0,-2.9,-0.1
CCOC(=O)c1c(NC(=O)c2ccc(Cl)cc2)sc2c1CCCC2,-0.1,3.6,-10.7,-0.1
Cn1cc(-c2cnc3ccc(NCc4cccs4)nn23)cn1,-0.3,-0.8,13.4,1.6
C=CCC(O)(CC=C)CNC(=O)c1cc(CC(C)c2ccccc2)no1 (centres undefined),-1.2,18.4,-30.2,0.7
Cc1cc(C(=O)NCc2ccco2)no1,0.5,5.6,8.7,0.2
CC[n+]1ccc2cc(C)ccc2c1S(=O)(=O)O,1.2,-6.4,-6.5,0.2
O=C(COc1ccc(Cl)cc1Cl)Nc1nnc(-c2ccncc2)o1,-0.8,3.4,-7.3,0.5
O=[N+]([O-])c1ccc(Cl)c(S(=O)(=O)Nc2ccc(O)c(Cl)c2)c1,0.0,17.8,-8.5,0.0
COCCn1c(N2CCC(C)CC2)nc2c1c(=O)n(C)c(=O)n2C,2.3,-9.3,0.0,1.0
CC(C)CC(NC(=O)/C(=C/c1ccc([N+](=O)[O-])cc1)NC(=O)c1ccccc1Br)C(=O)O (centres undefined),0.5,1.9,5.5,0.0
COc1ccc(OCC2c3cc(OC)c(OC)cc3CCN2C(=O)c2ccccc2C)cc1 (centres undefined),-0.3,27.3,-11.5,0.0
O=C(Nc1nccs1)c1ccccc1[N+](=O)[O-],0.6,2.9,-0.6,0.1
CC(C)c1ccccc1NC(=O)c1cc2ccccc2oc1=O,0.2,3.8,-18.6,0.1
Cc1ccc(NC2SC(=O)N(c3ccc(C)cc3)C2=O)cc1 (centres undefined),0.1,4.7,13.5,0.1
O=C(Nc1c2c(nn1-c1cccc(Cl)c1)CS(=O)(=O)C2)C1CCCCC1,0.1,-2.4,0.9,0.3
CCOc1ccccc1NC(=O)Cn1cnc2scc(-c3ccccc3)c2c1=O,0.0,12.9,17.4,0.1
COc1ccc(CNC(=O)C2Cc3ccccc3CN2S(=O)(=O)c2cccs2)cc1 (centres undefined),-0.4,-6.4,-4.2,0.1
CCOc1ccc(OCC)c(NC(=O)C2CCCN(S(=O)(=O)c3cnc[nH]3)C2)c1 (centres undefined),-0.4,16.4,5.2,0.1
COCCn1nnnc1C(c1ccccn1)N1CCN(c2cc(C)ccc2C)CC1 (centres undefined),1.6,9.0,4.1,0.3
NC1=NC(=O)C(CC(=O)Nc2ccccc2Br)S1 (centres undefined),0.6,11.8,10.0,0.2
Cc1ccc(CNC(=O)Cn2nc3c4ccccc4ncn3c2=O)o1,-0.5,-0.3,-0.2,-0.1
COCCCn1c(=O)[nH]c(=O)c2c(N)c(C(=O)c3ccc(C4CCCCC4)cc3)sc21,-1.2,3.7,-3.6,-0.1
COC(=O)CN1C(=O)/C(=C/c2cccc(Br)c2)Sc2ccccc21,-1.4,1.8,-6.8,0.1
CC(C)n1cc(CN2CCN(Cc3ccccc3F)C(CCO)C2)cn1 (centres undefined),0.0,-13.4,8.0,-0.1
O=C1CCC(=O)N1CCOP1(=O)COc2ccccc2OC1,0.5,-0.7,3.2,0.1
COc1cc([N+](=O)[O-])cc2sc(NC(=O)C3CCCCC3)nc12,-0.4,2.9,0.1,0.0
O=C(Nc1cccc([N+](=O)[O-])c1)c1ccn[nH]1,-2.8,-5.3,-49.2,0.0
COc1ccc(OC)c(CN2CCc3nnc(C(CC(C)C)NC(C)=O)n3CC2)c1 (centres undefined),-0.2,11.9,7.5,0.3
CCOC(=O)C1CCN(C(=O)C(C)N(c2ccc(C)c(C)c2)S(C)(=O)=O)CC1 (centres undefined),-0.1,8.4,-4.8,0.3
Cc1ccc(C(=O)NC(C)c2ccccc2)cc1[N+](=O)[O-] (centres undefined),-0.5,17.0,10.5,0.0
O=C(CCCC(=O)N(CC(=O)NC1CCCCC1)CC1CCCO1)Nc1ccccn1 (centres undefined),8.7*,-1.2,-0.3,0.3
CCCN(CCC)C(=O)c1ccc(OC)cc1,-0.3,-3.1,0.3,-0.2
C=CCn1c(COc2ccc(Br)cc2)nnc1SCC(N)=O,1.0,12.2,10.8,-0.2
O=C(N1CCN(c2ccccn2)CC1)N1c2ccccc2Sc2ccccc21,-1.1,-0.2,51.1*,0.6
O=C(Cn1cnc2ccccc2c1=O)Nc1ccccc1C(F)(F)F,0.2,11.2,-6.9,0.2
CC1CCCC(C)N1C(=O)COC(=O)COc1ccccc1C#N (centres undefined),0.9,-0.8,-11.1,-0.1
Cc1ccc(/C=N\Nc2nc3ccc(Cl)cc3[nH]2)o1,0.6,2.2,-22.4,-0.6
CCOC(=O)C1(C(F)(F)F)N=C(N(C)C)Oc2c1c(C)nn2-c1ccccc1 (centres undefined),0.2,15.7,9.0,0.5
CN(C)c1ccc(NC(=S)NC(=O)/C=C/c2ccco2)cc1,1.0,10.8,3.2,0.0
COc1ccc(-c2nc3ncnc(NCc4ccccc4)c3[nH]2)cn1,0.1,8.9,45.0*,0.1

# Filtered by structure, the entries above containing a COOH group.
mol,GPR151 activ,MITF primary,TEAD-YAP block,FBW7 act
CC(C)n1c2ccccc2c2nnc(SCC(=O)O)nc21,-0.3,1.6,-9.7,-0.1
CC(C)CC(NC(=O)/C(=C/c1ccc([N+](=O)[O-])cc1)NC(=O)c1ccccc1Br)C(=O)O (centres undefined),0.5,1.9,5.5,0.0

# (further entries)
mol,GPR151 activ,MITF primary,TEAD-YAP block,FBW7 act
Fc1ccccc1N1CCN(Cc2nnnn2CC2CCCO2)CC1 (centres undefined),-0.5,-0.7,6.5,0.1
CCOC(=O)C1=C(C)Nc2nc(C(F)(F)F)nn2C1c1ccccc1 (centres undefined),1.3,4.7,1.9,0.0
CC(C)NC(=O)c1ccc2c(c1)N(CC(=O)N1CCOCC1)C(=O)C(C)(C)O2,0.4,6.0,-8.5,-0.1
NC(=O)CSc1nnc(-c2cc3ccccc3o2)n1-c1ccccc1,-2.2,-14.0,4.2,-0.2
Cc1ccc(-c2nc3n(n2)C(c2cccc(O)c2)C2=C(CC(C)(C)CC2=O)N3)cc1 (centres undefined),-1.5,10.1,-2.3,0.1
CCN(CC)S(=O)(=O)c1cccc(C(=O)Oc2cccc(NC(=O)c3ccco3)c2)c1,-2.0,-1.4,4.9,0.0
COCCOC(=O)C1=C(C)NC2=C(C(=O)CCC2)C1c1cccc(O)c1 (centres undefined),-0.2,3.4,9.1,0.0
CC(=O)Nc1ccc(SCC(=O)NCCc2ccc(S(N)(=O)=O)cc2)cc1,-0.5,2.5,-8.3,-0.1
Cc1c(C(=O)N2CCC[C@H]2CO)sc2ncnc(NCCc3ccccn3)c12,-0.7,-14.2,4.2,-0.3
CCCCOC(=O)c1ccc(NC(=O)CSc2cccc[n+]2[O-])cc1,0.4,-13.0,-19.4,0.6
COc1ccc(CCNC(=O)C(=O)NCc2ccccc2C)cc1OC,-0.2,-13.9,-3.3,-0.1
CC(=O)NC(C)c1nc2ccccc2n1Cc1ccccc1F (centres undefined),-0.4,7.9,5.1,-0.2
O=c1c2c3c(sc2ncn1/N=C/c1ccncc1)CCCC3,1.7,15.0,14.9,0.1
CCOC(=O)c1c(NC(=O)C2CC2)sc2c1CCCCC2,-0.5,8.0,0.0,0.2
CC(C)c1cc(C(=O)OCC(N)=O)c(O)c(C(C)C)c1,0.1,-6.5,-3.7,0.0
COc1cccc(NC(=O)CN2C(=O)C(C)(C)Oc3ccc(C(=O)NC(C)C)cc32)c1,0.1,11.8,-1.7,0.3
Cc1ccc(S(=O)(=O)N2CCN(c3ccc([N+](=O)[O-])c(N4CCCCC4)c3)CC2)cc1,-1.2,10.0,0.3,0.0
Cc1ccc(C)c(NC(=S)NCCCO)c1,-1.0,-4.8,5.6,0.0
COC(=O)c1ccc(OC(=O)c2ccc(N3C(=O)C4C5CCC(C5)C4C3=O)cc2)cc1 (centres undefined),-1.2,7.4,11.2,-0.1
COc1ccc(/C=N/N2C(=O)C3C4C=CC(C5CC45)C3C2=O)cc1OC (centres undefined),3.6,10.8,-5.1,0.2
Cc1c(C(=O)O)sc2ncn(Cc3cccc(F)c3)c(=O)c12,1.7,9.8,7.6,0.1
CCS(=O)(=O)N1CCCC(c2nc3c(nnn3Cc3cccc(Cl)c3)c(=O)[nH]2)C1 (centres undefined),-0.4,14.8,3.2,0.1
CCCCOc1ccc(S(=O)(=O)N2CCSC2c2ccc(Br)cc2)cc1 (centres undefined),0.6,-1.8,5.8,-0.1
CCN(CC(=O)N/N=C(/C)C(=O)O)c1ccccc1,-1.0,16.4,9.6,0.1
CC(=O)c1ccc(-c2ccc(NCCN3CCOCC3)nc2)s1,-0.5,5.8,7.0,-0.2
OC1CCC(Nc2cc(Nc3ccccc3)ncn2)CC1 (centres undefined),2.8,2.0,-8.0,-0.2
O=C(CCCCCN1C(=O)C2C3c4ccccc4C(c4ccccc43)C2C1=O)OCC(=O)c1ccccc1 (centres undefined),-0.3,-9.2,-3.6,-0.1
Cc1cccc2[nH]c(SCc3cc4c(cc3Cl)OCO4)nc12,-0.4,8.1,-15.9,0.5
Cc1ccc(OCCOc2ccccc2/C=C2/C(=N)N3N=C(C(C)C)SC3=NC2=O)cc1,-0.3,12.6,-33.6,1.0
CCN1C(=O)/C(=C/c2ccc(OCc3ccc(C(=O)O)cc3)cc2)NC1=S,7.8*,0.3,1.6,-0.1
CCn1c(=O)c(C(N)=O)c(O)c2ccccc21,0.4,15.5,23.1,0.8
CCOc1ccc(C(=O)N2CCN(c3ccc(N4CCCCCC4)nn3)CC2)cc1,1.6,0.0,12.1,-0.1
O=C(O)CC1(CC(=O)NCc2ccc(Cl)cc2)CCCCC1,-0.2,1.6,4.0,0.0
CC1(C(=O)NN)NC2(CCCCC2)Cc2ccccc21 (centres undefined),-1.1,14.9,3.1,0.1
COc1cc(C(=O)/C=C/Nc2ccc(O)cc2C)cc(OC)c1OC,-0.2,3.0,24.5,0.1
O=c1cc(CN2CCN(C3CCCCC3)C(CCO)C2)[nH]c2ccccc12 (centres undefined),0.4,-20.2,-7.5,0.0
O=C1NC(=O)C(=Cc2cn(-c3ccccc3)nc2-c2cccc(Br)c2)C(=O)N1,1.0,-13.2,-16.3,-0.2
CCOc1ccc(NC(=O)/C=C/c2ccccc2)cc1,0.2,0.8,-69.5,0.2

# From PubChem
